# PAFAH2 inh – PAFAH2 (human) inhibition | inhibition, % at 3.39 µM | 340,000 compounds, 0.99% hits | recombinant PAFAH2, FP-rhodamine activity probe, fluorescence polarization | Q99487;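 active means inhibition above the mean over all tested compounds plus 3 SD, cut at about 30% in these data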;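 further: inhibitors block probe labeling of enzyme so polarization drops; 0% = enzyme with DMSO and 100% = wells lacking PAFAH2 protein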
# PP5 inh – PP5 (human) phosphatase inhibition; P53041; 320,000 compounds, 0.18% hits; inhibition, % at 6.7 µM; purified PP5c, OMFP substrate fluorescence;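 active means inhibition above the campaign's mean inhibition across all tested compounds plus 3 SD, cut at about 9.5% in these data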;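 further: 0% = DMSO only and 100% = 100 µM cantharidin control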
# AHR activator – activates the human aryl hydrocarbon receptor; activation, % at 5 µM; AID 2796; AHR-responsive luciferase reporter cells, luminescence; P35869; 320,000 compounds, 2.5% hits; in the data active means activation above about 47%;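 further: 0% = vehicle wells and 100% = reference agonist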
# PP1 inh – blocks human PP1-alpha phosphatase, a PP5 counter-screen | P62136 | purified PP1alpha, OMFP fluorescence | inhibition, % at 6.7 µM | 320,000 compounds, 0.9% hits;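 active means inhibition above the mean inhibition of all tested compounds plus 3 SD, computed separately for each screening campaign, cut at about 15% in these data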
# Target sequence (P62136 whole entry, looked up): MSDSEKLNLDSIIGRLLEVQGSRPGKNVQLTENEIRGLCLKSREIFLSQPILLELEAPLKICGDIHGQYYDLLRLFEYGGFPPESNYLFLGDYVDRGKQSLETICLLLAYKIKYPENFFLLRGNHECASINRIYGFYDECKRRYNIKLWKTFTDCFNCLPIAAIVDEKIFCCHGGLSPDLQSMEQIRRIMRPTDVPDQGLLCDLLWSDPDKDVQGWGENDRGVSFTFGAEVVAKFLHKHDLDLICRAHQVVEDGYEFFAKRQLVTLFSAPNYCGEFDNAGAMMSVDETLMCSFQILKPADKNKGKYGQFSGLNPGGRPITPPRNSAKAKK
# procasp7 counter – counter-screen: procaspase-7 (human) activation. activation, % at 8.5 µM. AID 463210. recombinant procaspase-7, Ac-DEVD-pNA absorbance 405 nm; D23A/D198A/D206A triple mutant, cannot self-cleave; scale: DMSO 0, 5 µM enzyme 100. 330,000 compounds, 0.093% hits;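 active means percent activation above the screen-wide mean plus 3 SD, cut at about 25% in these data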
# Target sequence (P55210 whole entry D23A/D198A/D206A): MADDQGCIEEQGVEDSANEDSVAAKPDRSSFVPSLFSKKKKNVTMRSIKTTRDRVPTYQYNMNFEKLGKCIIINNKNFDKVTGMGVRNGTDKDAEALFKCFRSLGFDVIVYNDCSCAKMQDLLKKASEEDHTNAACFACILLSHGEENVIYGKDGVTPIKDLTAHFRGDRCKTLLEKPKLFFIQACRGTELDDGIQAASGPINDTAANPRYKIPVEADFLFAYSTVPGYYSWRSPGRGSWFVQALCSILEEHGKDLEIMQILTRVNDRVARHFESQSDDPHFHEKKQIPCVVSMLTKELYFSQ
#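 System: Procaspase-7 triple mutant (PC-7 D3A); measure: % activation from two-timepoint absorbance difference, scaled to controls; times: 1 h compound preincubation, 2 h substrate cleavage, 25 °C; also added: Ac-DEVD-pNA substrate, 400 µM as added; measured by: Epi-absorbance of released pNA at 405 nm, two timepoints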
# TPT1 inh – C. albicans TPT1 enzyme inhibition; AID 1962; 300,000 compounds, 0.81% hits; recombinant caTPT1, FP RNA substrate dephosphorylation; inhibition, % at 5 µM;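 active means inhibition above the mean of all tested compounds plus 3 SD, set per screening campaign, cut at about 24% in these data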;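 further: plate controls were DMSO alone for no effect and ferristatin control at 100 nM for full effect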
# core dimer inh – HCV core protein dimerization inhibition | TR-FRET GST/Flag-core106 dimerization, 1536-well | inhibition, % at 5 µM | 300,000 compounds, 0.33% hits | AID 1899;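 active means inhibition above the mean of all tested compounds plus 3 SD, set per screening campaign, cut at about 45% in these data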
#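 test system = GST/Flag-tagged HCV core106 proteins | probe or stimulus = Eu donor and XL665 acceptor anti-tag antibodies | times = compound-protein-antibody incubation 4 h at 22.5 °C | signal = TR-FRET, excitation 340 nm, emission 617 and 671 nm | measure = percent inhibition of core106 dimerization signal | controls = wells lacking GST-core106 and wells with excess unlabelled core106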
# Fh CTSL1 inh – counter-screen for PFM18AAP inhibitors: inhibitors of F. hepatica cathepsin L1 | recombinant F. hepatica cathepsin L1, Z-Leu-Arg-MCA fluorescence | inhibition, % at 5.96 µM | 300,000 compounds, 0.49% hits | AID 1906;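 active means inhibition above the mean of all tested compounds plus 3 SD, set per screening campaign, cut at about 17% in these data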;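 further: 0% = plate median of test compound wells and 100% = 1 µM Z-Phe-Ala-diazomethylketone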
# proCasp3 act – procaspase-3 (human) activation; P42574; recombinant procaspase-3 D3A, Ac-DEVD-pNA absorbance 405 nm; activation, % at 8.5 µM; 330,000 compounds, 0.11% hits; AID 463141;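 active means activation above the mean of all tested compounds plus 3 SD, cut at about 21% in these data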;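 further: 0% = DMSO alone and 100% = DMSO wells spiked with extra 5 µM PC-3 D3A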
# Target sequence (P42574 whole entry D9A/D28A/D175A): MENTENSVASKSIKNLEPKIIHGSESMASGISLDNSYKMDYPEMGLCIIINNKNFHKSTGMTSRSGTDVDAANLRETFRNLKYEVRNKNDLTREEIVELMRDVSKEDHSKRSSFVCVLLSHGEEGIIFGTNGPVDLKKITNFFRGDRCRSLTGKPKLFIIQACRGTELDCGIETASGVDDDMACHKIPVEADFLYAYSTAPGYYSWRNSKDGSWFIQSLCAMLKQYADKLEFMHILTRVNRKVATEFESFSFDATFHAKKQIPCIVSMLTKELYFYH
#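 material = Procaspase-3 D3A mutant | probe or stimulus = Ac-DEVD-pNA | compound = single dose, 8.5 µM nominal compound, 0.8% DMSO | timing = 1 h preincubation, 2 h reaction | measured by = 405 nm absorbance of p-nitroaniline, reads at 0 and 120 min | benchmarks = DMSO-only low control, 5 µM PC-3 D3A high control | repeats = singlicate, each compound tested once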
# An asterisk follows results filed as active; . = not tested or not shown. Hits appear at their usual frequency. About 5.6% of those tested had a hit in this group.
SMILES,PAFAH2 inh,PP5 inh,AHR activator,PP1 inh,procasp7 counter,TPT1 inh,core dimer inh,Fh CTSL1 inh,proCasp3 act
O=C(COc1ccc(Cl)c2cccnc12)N1CCOCC1,-1,-0.6,3,-2,2,.,.,.,15
Cc1ccc2c(CN(C)Cc3ccc(Cl)cc3)cc(=O)oc2c1,-4,0.6,-1,2,-5,1,13,3,4
O=C(NC1CCCC1)C(c1ccncc1)N(C(=O)c1ccco1)c1ccccc1 (stereo unspecified),6,-6.8,0,2,0,2,4,-3,-1
CCN(CCO)c1nc(N2CCCCC2)c2cnn(C)c2n1,2,0.3,2,2,13,-1,0,-3,-6
Cc1ccc(-c2nc3ccccc3s2)cc1NC(=S)NC(=O)c1ccccc1,-7,-1.0,3,-2,2,1,7,3,-2
Cc1cc(C)n2nc(SCC(=O)NC3CCCCC3C)nc2n1 (stereo unspecified),-3,1.3,-1,1,7,-4,-2,0,1
CCOc1cc(C2Nc3ccccc3NC3=C2C(=O)CC(C)(C)C3)ccc1OC(C)=O (stereo unspecified),-5,2.4,-3,-3,5,-2,-6,2,-1
Cc1cnc(NC(=O)CCNC(=O)c2ccc([N+](=O)[O-])cc2)s1,4,2.5,2,-3,5,2,-8,0,1
C=CCSc1nnc(NC(=O)c2c(CC)noc2C)s1,0,-0.3,1,-2,-5,-1,-2,-3,18
NC(=O)C1CCCN(CCc2ccccc2)C1 (stereo unspecified),1,0.7,2,-2,10,3,-6,-3,11
CCN(CC)CCn1c2ccccc2c2nc3ccc([N+](=O)[O-])cc3cc21,.,-0.3,6,-4,4,1,-3,-1,1
COc1ccc(CN(C2CCCC2)S(=O)(=O)c2ccc(-n3cnnn3)cc2)cc1,0,-0.1,1,2,-6,4,16,6,4
CCOc1ccccc1N1CCN(C(=O)CSc2ccc3c(c2)OCCO3)CC1,-1,-1.2,3,-1,14,.,.,.,8
CCOC(=O)/C(C(=Nc1ccccc1)Nc1ccccc1)=C(\C)O,-2,2.4,2,-3,2,2,5,-3,8
CC1(C)CC(=O)C=C(C(=O)N2CCCC(C(=O)c3cccc(C(F)(F)F)c3)C2)O1 (stereo unspecified),-7,1.5,3,-10,-6,-5,4,-7,0
COc1ccccc1NC(=O)c1ccccc1NC(=O)c1cccs1,-14,1.2,-1,2,-3,0,10,2,6
CCOC(=O)Cc1[nH]nc2c1C(C1C=CCCC1)C(C#N)=C(N)O2 (stereo unspecified),0,2.2,0,-3,3,-5,13,-3,0
Cc1nc(Cl)c(C(=O)Nc2cccc(F)c2)c(C)c1Cl,-4,0.3,9,2,-4,-3,-3,4,6
COC(=O)c1ccc(NS(=O)(=O)c2ccc3[nH]c(=O)oc3c2)cc1,2,0.0,-2,2,10,4,4,0,-7
O=C(COC(=O)c1cc(NS(=O)(=O)c2cccs2)ccc1O)Nc1ccc(F)c(F)c1F,12,-1.3,1,0,1,2,4,2,2
Cc1ccccc1NCCNc1ccccc1C,6,3.3,0,1,4,1,-9,0,-2
Cc1onc(-c2ccccc2Cl)c1C(=O)NC(=S)NCC(=O)c1ccccc1,-1,1.5,5,-2,3,0,20,7,2
Cc1[nH]c2ccccc2c1C(=O)C(=O)N1CCN(c2ccccc2Cl)CC1,5,1.0,4,2,-1,5,9,-5,4
O=C(O)c1ccc(NC(=S)NCc2ccccc2)cc1,-8,1.1,-1,-1,8,-1,-4,0,6
Cc1ccc(-n2nc3c(c2NC(=O)c2ccc4c(c2)OCO4)CSC3)c(C)c1,5,3.6,3,0,6,1,-1,0,9
COC(=O)c1ccc(NC(=O)C(=O)c2c[nH]c3ccccc23)cc1,-7,-0.1,30,1,5,1,11,3,3
CCOC(=O)Cc1csc(NC(=O)COc2ccc(OC)cc2)n1,0,1.1,1,0,-2,1,3,-5,15
CCN(C(=O)CSc1nnc2nc(C)cc(C)n12)c1ccccc1,-1,0.3,-1,4,1,0,-1,2,4
C=CCN(c1ccccc1)S(=O)(=O)c1cccc(C(=O)NCc2ccco2)c1,-7,.,2,.,-4,.,.,.,0
COC(=O)c1cc(=O)n(-c2ccccc2)c(=Nc2ccccc2)s1,-5,-0.6,4,2,1,-5,-5,-6,5
CCN(CC)C(=O)c1sc(NC(=O)C(Sc2ccccc2)c2ccccc2)c(C(=O)OC(C)C)c1C (stereo unspecified),2,1.3,-1,-2,0,-6,16,3,-2
COc1cccc(N2C(=O)/C(=C\c3cccs3)NC2=S)c1,4,2.1,3,0,-27,0,-4,-3,-19
CC(C)(C)c1ccc(CNC(=O)C2CCCN2C(=O)Nc2ccccc2)cc1 (stereo unspecified),3,1.3,3,-2,1,1,-1,1,8
CS(=O)(=O)N(CC(=O)Nc1ccccc1C(=O)N1CCCC1)c1ccccc1Br,8,-2.2,2,-3,-3,-3,-4,-1,8
Cc1ccc(CN2C(=O)CSC2c2ccccc2F)cc1 (stereo unspecified),-1,1.7,2,0,15,-6,-1,-1,-7
C=CCNC(=S)N(C1CCCCC1)C1CCCCC1,-7,-1.9,-2,-2,-6,1,3,5,1
CCCCn1cnc2c(cnn2-c2ccc(F)cc2)c1=O,4,1.1,1,-2,1,0,-5,4,1
CC1(C)C2CCC1(C)C(OC(=O)c1ccccc1C(=O)O)C2 (stereo unspecified),7,2.1,-1,-3,-4,3,0,2,5
COc1cccc(N/N=C/c2cccc(Br)c2O)c1,29,-0.5,17,-2,-5,-4,-7,2,8
O=C(Nc1cc(C(=O)N2CCOCC2)ccc1N1CCCC1)c1cccs1,3,1.2,1,2,0,0,9,-3,2
O=C(Nc1nccs1)c1cccnc1Cl,2,0.7,-1,0,-2,-3,3,-6,1
COc1cc(NC(=O)c2cccc(Cl)c2)c(OC)cc1NC(=O)CN1CCOCC1,-8,-0.7,63*,-9,1,-6,4,0,-5
Cc1cnc(NC(=O)Cc2c[nH]c3ccccc23)s1,-8,1.9,36,4,4,-3,1,0,3
Cn1c(SCc2ccccc2)nnc1C1CCCNC1 (stereo unspecified),7,0.7,0,0,3,1,0,-2,4
CNC1=C(N(C(C)=O)c2ccc(Br)cc2)C(=O)c2ccccc2C1=O,-2,3.7,-2,4,1,0,-3,33*,-10
Clc1ccccc1C1Nc2cccc3cccc(c23)N1,7,2.6,7,8,-15,4,12,-4,-5
COCCNC(=O)CC(c1ccccc1)c1ccccc1,-3,0.7,1,-3,3,1,-3,-3,8
CCN(c1ccccc1)S(=O)(=O)c1ccc(OC)c(NC(=O)c2cc(F)c(F)c(F)c2F)c1,6,.,0,.,3,.,.,.,-1
O=C(Nc1ccc(CN2CCOCC2)cc1)c1ccc2ccccc2c1,0,5.6,-1,0,-2,0,-7,-3,2
CCN1CCc2c(sc(NC(=O)c3ccc(S(=O)(=O)N4CCCCCC4)cc3)c2C(=O)NC)C1,0,3.6,-2,2,9,23,-9,-5,-6
Cc1c(O)c2c3c(cccc3c1O)C(=O)N(c1ccccc1)C2=O,5,1.2,1,-6,-5,39*,7,2,-8
CCC(C)N(C(=O)Cn1nnc(-c2ccc(F)cc2)n1)C1CCS(=O)(=O)C1 (stereo unspecified),-4,1.6,-2,4,-13,3,-4,2,4
O=C1CC(N2CCN(Cc3ccccc3)CC2)C(=O)N1c1ccc2c(c1)OCCO2 (stereo unspecified),-3,2.9,13,-8,-19,6,-5,-1,-16
COc1ccccc1NC(=O)CSc1nnc(Cn2cnc3ccccc32)n1C,11,1.5,2,0,-1,3,-2,-4,3
O=C(CSc1nnc(-c2cccs2)o1)NCc1ccco1,4,1.6,1,-3,7,-2,2,2,8
CCc1ccccc1N1C[C@@]23C=C[C@@H](O2)C(C(=O)OCC(C)C)[C@H]3C1=O (stereo partly specified),-5,0.0,0,-4,5,0,1,7,1
O=C(CC(NCCc1ccccc1)C(=O)O)Nc1ccc(O)cc1 (stereo unspecified),.,4.0,-5,3,2,0,-3,-2,-9
FC(F)Oc1ccc(NC(=S)NC2CCCCCCC2)cc1,7,4.5,1,1,16,-6,3,5,-1
N/C(=N\OC(=O)c1ccccc1)c1ccn[nH]1,-4,0.1,-12,2,7,-4,5,-2,2
CCCNCC(=O)Nc1cccc(S(=O)(=O)NC2=NCCCCC2)c1,-1,.,1,.,7,.,.,.,0

# 15 of these compounds, reformatted.
Molecule | PAFAH2 inh | PP5 inh | AHR activator | PP1 inh | procasp7 counter | TPT1 inh | core dimer inh | Fh CTSL1 inh | proCasp3 act
Cn1c(SCc2ccccc2)nnc1C1CCCNC1 (stereo unspecified) | 7 | 0.7 | 0 | 0 | 3 | 1 | 0 | -2 | 4
CNC1=C(N(C(C)=O)c2ccc(Br)cc2)C(=O)c2ccccc2C1=O | -2 | 3.7 | -2 | 4 | 1 | 0 | -3 | 33* | -10
Clc1ccccc1C1Nc2cccc3cccc(c23)N1 | 7 | 2.6 | 7 | 8 | -15 | 4 | 12 | -4 | -5
COCCNC(=O)CC(c1ccccc1)c1ccccc1 | -3 | 0.7 | 1 | -3 | 3 | 1 | -3 | -3 | 8
CCN(c1ccccc1)S(=O)(=O)c1ccc(OC)c(NC(=O)c2cc(F)c(F)c(F)c2F)c1 | 6 | . | 0 | . | 3 | . | . | . | -1
O=C(Nc1ccc(CN2CCOCC2)cc1)c1ccc2ccccc2c1 | 0 | 5.6 | -1 | 0 | -2 | 0 | -7 | -3 | 2
CCN1CCc2c(sc(NC(=O)c3ccc(S(=O)(=O)N4CCCCCC4)cc3)c2C(=O)NC)C1 | 0 | 3.6 | -2 | 2 | 9 | 23 | -9 | -5 | -6
Cc1c(O)c2c3c(cccc3c1O)C(=O)N(c1ccccc1)C2=O | 5 | 1.2 | 1 | -6 | -5 | 39* | 7 | 2 | -8
CCC(C)N(C(=O)Cn1nnc(-c2ccc(F)cc2)n1)C1CCS(=O)(=O)C1 (stereo unspecified) | -4 | 1.6 | -2 | 4 | -13 | 3 | -4 | 2 | 4
O=C1CC(N2CCN(Cc3ccccc3)CC2)C(=O)N1c1ccc2c(c1)OCCO2 (stereo unspecified) | -3 | 2.9 | 13 | -8 | -19 | 6 | -5 | -1 | -16
COc1ccccc1NC(=O)CSc1nnc(Cn2cnc3ccccc32)n1C | 11 | 1.5 | 2 | 0 | -1 | 3 | -2 | -4 | 3
O=C(CSc1nnc(-c2cccs2)o1)NCc1ccco1 | 4 | 1.6 | 1 | -3 | 7 | -2 | 2 | 2 | 8
CCc1ccccc1N1C[C@@]23C=C[C@@H](O2)C(C(=O)OCC(C)C)[C@H]3C1=O (stereo partly specified) | -5 | 0.0 | 0 | -4 | 5 | 0 | 1 | 7 | 1
O=C(CC(NCCc1ccccc1)C(=O)O)Nc1ccc(O)cc1 (stereo unspecified) | . | 4.0 | -5 | 3 | 2 | 0 | -3 | -2 | -9
FC(F)Oc1ccc(NC(=S)NC2CCCCCCC2)cc1 | 7 | 4.5 | 1 | 1 | 16 | -6 | 3 | 5 | -1

# Compound activity from PubChem.
